Sm TGR block = qHTS Assay for the Inhibitors of Schistosoma Mansoni Peroxiredoxins. actives 3% (n = 360,000). Potency, µM (highest dose often 114 µM), without a hit: at the top dose activity change, negative = inhibition, most hits filed as inhibitors. purified TGR, DTNB reduction, TNB absorbance 405 nm. Schistosoma mansoni thioredoxin glutathione reductase (TGR), Q962Y6; also: potency is read from the fitted curve at half-maximal effect; % is scaled to controls: 0 for no effect and ±100 for the full control effect; nearly all actives have a fitted effect of over 60% in size
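First, TGR (20 nM dispensed) and NADPH were mixed with compound. Second, a 15 min room-temperature incubation followed. Third, further NADPH and then DTNB were added to start the reaction. Finally, TNB absorbance was monitored kinetically.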
Pf growth 48h = Primary qHTS for delayed death inhibitors of the malarial parasite plastid, 48 hour incubation; actives 5.9% (n = 310,000); P. falciparum luciferase growth in erythrocytes, 48 h; Potency, µM (titrated, usually from 28.7 µM), inactives show at the top dose activity change, negative = inhibition, hits mostly inhibitors; also: potency is read from the fitted curve at half-maximal effect; % is scaled to controls: 0 for no effect and ±100 for the full control effect
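Erythrocytes infected with P. falciparum carrying an integrated firefly luciferase reporter (2% hematocrit, 0.1% parasitemia final) were exposed to compounds in RPMI 1640 with 0.5% Albumax at 37 C, 5% CO2. Growth inhibition was scored as reduced luminescence.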
Cycloheximide cs = Cycloheximide Counterscreen for Small Molecule Inhibitors of Shiga Toxin | cell reporter, cycloheximide protein synthesis inhibition counterscreen | max response, % | actives 12% (n = 300,000); in the data active = max response mostly above about 13%, no sharp cut-off; inactive = mostly below about 14%; also: read at 38.3 µM for the half of the compounds with a filed dose; 0% is about no effect
Shiga toxin inh = A qHTS for Small Molecule Inhibitors of Shiga Toxin | Vero cells, Shiga toxin protein synthesis inhibition reporter | inhibition, % at 38.7 µM | actives 9.2% (n = 290,000); in the data active = inhibition mostly above about 28%, no sharp cut-off; inactive = mostly below about 43%; also: 0% is about no effect
Pf growth 96h = Primary qHTS for delayed death inhibitors of the malarial parasite plastid, 96 hour incubation | AID 504834, 2011 | actives 6.9% (n = 320,000) | P. falciparum luciferase reporter growth, 96 h | Potency, µM (titrated, usually from 28.7 µM), for inactives: top-dose activity change, negative = inhibition, most hits filed as inhibitors; also: potency is read from the fitted curve at half-maximal effect; % is scaled to controls: 0 for no effect and ±100 for the full control effect
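Infected RBCs, 2% Hct / 0.05% parasitemia final; luciferase-reporter P. falciparum; cpd 96 h, 37 C, 5% CO2; luciferase detection reagent; luminescence.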
Giardia FBPA inh = qHTS Assay for Inhibitors of Fructose-1,6-bisphosphate Aldolase from Giardia Lamblia; actives 0.71% (n = 290,000); Potency, µM (series often up to 59.6 µM), without a hit: at the highest dose activity, negative = inhibition, hits mostly inhibitors; purified Giardia FBPA; AID 2451, 2010; also: potency is read from the fitted curve at half-maximal effect; % is scaled to controls: 0 for no effect and ±100 for the full control effect; nearly all actives have a fitted effect of over 55% in size
Target sequence (A8B2U2 whole entry, looked up): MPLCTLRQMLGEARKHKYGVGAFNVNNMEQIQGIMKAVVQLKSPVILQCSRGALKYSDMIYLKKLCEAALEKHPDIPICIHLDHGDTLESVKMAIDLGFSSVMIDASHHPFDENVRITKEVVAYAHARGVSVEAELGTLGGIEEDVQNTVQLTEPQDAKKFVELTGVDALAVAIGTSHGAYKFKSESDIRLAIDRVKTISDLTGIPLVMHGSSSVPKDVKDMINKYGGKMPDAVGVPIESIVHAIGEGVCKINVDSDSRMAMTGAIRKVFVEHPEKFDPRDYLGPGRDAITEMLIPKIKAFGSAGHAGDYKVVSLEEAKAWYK
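40 nM FBPA preincubated 10 min at RT with compound (up to 57.5 uM final), then substrate plus GAPDH/TPI/NAD/arsenate coupling and diaphorase/resazurin added. Fluorescence read after 20 min at RT, 525/598 nm.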
The depositor's hits bear a star; ? = inconclusive; . = not tested or not shown; [ ] = dose if it differs, or a comment. Unless noted, calls follow the shape of the dose curve; as a rule, active = well fitted curve in the direction sought with a large enough effect; inconclusive = small, poorly fitted or top-dose-only effect, or another doubt; inactive = no such curve, though single readings can be large; an effect the other way counts as inactive or inconclusive.

SMILES	Sm TGR block	Pf growth 48h	Cycloheximide cs	Shiga toxin inh	Pf growth 96h	Giardia FBPA inh
CCOC(=O)[C@@H]1[C@H]2COc3ccc(Br)cc3[C@@H]2N2C(=O)N(c3ccc(Br)cc3)C(=O)[C@]12C	-2.0%	?	-0.4	5.8	?	-5.1%
CNc1cc(-n2nc(C)cc2-c2ccccc2)ncn1	-2.2%[11.4 µM]	.	1.6	-6.7	-12.3%	4.0%
NC(=S)C1COc2ccccc2O1 (stereo unspecified)	-1.1%	5.0%	0.3	10.1	29.8%	-0.7%
NC(=O)C1CCN(C(=O)COc2ccc3c4c(c(=O)oc3c2)CCCC4)CC1	10.4%	23.8%	4.6	7.6	?	-1.3%
CC(CCc1ccccc1)NCC#N (stereo unspecified)	-2.7%	-4.7%	1.0	-2.1	10.0%	-25.1%
CC(C)(C)NC(=O)NC(=O)COC(=O)c1cc[n+]([O-])cc1	0.3%	10.7%	1.3	2.7	18.8%	2.1%
Cc1nn(-c2ccccc2)c(-c2ccccc2[N+](=O)[O-])c1C(=O)O	0.3%	50.3%[activator]	-1.5	-8.1	17.4%	-25.7%
Cc1cc(Oc2cc(N)cc([N+](=O)[O-])c2)ccc1Cl	0.4%	14.0%	-1.8	-9.6	8.28µM*	-0.4%
COc1ccc(Cl)cc1C(=O)NNC(=S)NC(=O)c1cc(-c2ccc(Cl)cc2)nc2ccccc12	-0.3%	32.7%[activator]	-2.2	-2.5	94.1%[activator]	12.5%
O=C(CSc1nnc(NCc2ccccc2)s1)N1CCOCC1	-3.2%	15.8%	0.3	7.8	13.2%	-3.5%
COc1ccc(C(=O)NNC(=O)C23CC4CC(CC(C4)C2)C3)cc1OC	1.7%	?	.	.	-13.7%	.
Cc1ccc(C)c(S(=O)(=O)N2CCN(C(=O)/C=C/c3ccco3)CC2)c1	3.98µM*	?	.	.	-90.9%	.
CCOc1ccccc1NC(=S)NC(=O)C1CCCCC1	8.91µM*	?	-4.6	11.7	?	-0.4%
O=C(O)c1ccc2c(=O)n3c(nc2c1)/C(=C/c1ccccc1C(F)(F)F)CCCC3	-11.2%	1.4%	3.9	9.9	-25.3%	23.8%
CCOC(=O)c1c(OCCO)noc1N	14.1%	1.8%	-2.1	-7.2	15.3%	-0.2%
CCc1c(OC(C)=O)c2ccccc2n(C)c1=O	9.6%	-0.3%	-1.3	-3.6	30.5%[activator]	2.8%
Cc1c(-n2c(SCC(=O)N(C)C3CCS(=O)(=O)C3)nc3ccccc3c2=O)c(=O)n(-c2ccccc2)n1C (stereo unspecified)	34.9%	105.9%[activator]	3.8	36.0	10.0%	10.9%
Cc1ccc(C)c(NC(=S)N(CCN(C)C)C(C)c2ccccn2)c1 (stereo unspecified)	8.5%	3.6%	-4.4	-10.5	?	6.0%
Fc1ccccc1OCCSc1nnnn1-c1ccccc1	1.2%	350.1%[activator]	47.3*	83.7*	38.9%[activator]	-10.6%
C=CCNC(=S)NNC(=O)CSc1nc2ccccc2s1	0.0%	53.1%[activator]	12.5	15.6	46.1%[activator]	1.0%
COc1ccc(CNC(=O)C2CCNCC2)cc1	44.7µM*	10.9%	-1.0	-20.0	17.3%	3.7%
N#Cc1c(SCC(N)=O)nc(-c2ccccc2)c2c1CCCC2	-0.4%	-1.9%	-1.9	-17.1	-8.8%	-1.0%
COc1cc(OC)c(N2CC(C(=O)NCCC3=CCCCC3)CC2=O)cc1Cl (stereo unspecified)	-8.9%	-27.4%	.	.	?	.
CCN(CC)C(=O)CSc1nnc(-c2ccccc2)c(-c2ccccc2)n1	-6.9%	13.1%	-4.1	6.4	-18.8%	12.3%
Cc1c(CCOC(=O)C23CC4CC(CC(C)(C4)C2)C3)sc[n+]1Cc1ccccc1	-15.0%	3.29µM*	-0.5	-11.7	11.7µM*	6.6%
CC(=O)C(Sc1nnnn1-c1ccc(O)cc1)c1ccccc1 (stereo unspecified)	?	2.4%	9.3	13.6	-0.2%	10.3%
COc1ccccc1C(=O)Nc1ccc2c(c1)nc(CCNC(=O)c1ccccc1)n2C	21.7%	?	21.8	21.0	?	1.0%
CC(C)CNC(=S)N1CCN(C)CC1	0.7%	37.4%[activator]	0.4	-3.3	166.2%[activator]	?
CCOC(=O)Cc1csc(NC(=O)CCc2ccccc2)n1	-18.3%	-0.2%	-3.4	-0.6	-12.8%	3.1%
CCN(CC)CCN(Cc1cc2cc3c(cc2[nH]c1=O)OCCO3)C(=S)NCC(C)C	?	?	1.5	-1.9	?	-9.9%
CCCNC(=O)C1CCC(CNS(=O)(=O)c2cccc3nsnc23)CC1 (stereo unspecified)	-2.7%	-3.5%	-2.2	-7.1	-9.5%	.
COc1ccc(OC)c(NC(=O)C(CC(=O)O)NCc2ccco2)c1 (stereo unspecified)	8.1%	22.5%	-3.2	-15.9	.	-9.7%
O=C(CCNC(=O)Cn1ccc2ccccc2c1=O)NCC1CCCC1c1ccccc1 (stereo unspecified)	4.9%	27.1%	-1.6	-15.6	-28.3%	9.8%
Cc1ccccc1NC(=O)CC1SC(=Nc2ccc(O)cc2)NC1=O (stereo unspecified)	-2.5%	-2.1%	12.0	21.6	10.8%	5.0%
C=CCN1C=C2C(=O)C(C)(OC(=O)CCC(=O)OC)C(=O)C(Br)=C2C=C1c1ccc(OC)cc1 (stereo unspecified)	?	14.7µM*	3.5	-3.4	?	?
CCN1CCN(C(=S)c2ccc(O)cc2)CC1	2.7%[57.1 µM]	16.1%	-3.3	-5.0	9.3%	8.89µM*
Cc1oc(-c2ccccc2Cl)nc1CSc1nc2c(c(=O)[nH]1)CCC2	-17.0%	14.3%	-5.2	-3.3	?	-10.9%
Cc1nnc(SCC(=O)Nc2nccs2)s1	-0.1%	18.9%	-1.9	1.3	-28.5%	-3.4%
O=C(Cc1c[nH]c2ccccc12)N1CCN(S(=O)(=O)c2cccc(Cl)c2Cl)CC1	-9.9%	?	.	.	?	.
CC(O)CCc1nc2ccc(C(=O)O)cc2[nH]1 (stereo unspecified)	6.8%	26.5%	-2.4	-9.4	.	-4.8%

Some of these compounds in order of count of non-hydrogen atoms, smallest number first:
SMILES	Sm TGR block	Pf growth 48h	Cycloheximide cs	Shiga toxin inh	Pf growth 96h	Giardia FBPA inh
CC(O)CCc1nc2ccc(C(=O)O)cc2[nH]1 (stereo unspecified)	6.8%	26.5%	-2.4	-9.4	.	-4.8%
COc1ccc(CNC(=O)C2CCNCC2)cc1	44.7µM*	10.9%	-1.0	-20.0	17.3%	3.7%
CCOC(=O)Cc1csc(NC(=O)CCc2ccccc2)n1	-18.3%	-0.2%	-3.4	-0.6	-12.8%	3.1%
CC(=O)C(Sc1nnnn1-c1ccc(O)cc1)c1ccccc1 (stereo unspecified)	?	2.4%	9.3	13.6	-0.2%	10.3%
Cc1oc(-c2ccccc2Cl)nc1CSc1nc2c(c(=O)[nH]1)CCC2	-17.0%	14.3%	-5.2	-3.3	?	-10.9%
CCN(CC)C(=O)CSc1nnc(-c2ccccc2)c(-c2ccccc2)n1	-6.9%	13.1%	-4.1	6.4	-18.8%	12.3%
COc1cc(OC)c(N2CC(C(=O)NCCC3=CCCCC3)CC2=O)cc1Cl (stereo unspecified)	-8.9%	-27.4%	.	.	?	.
O=C(Cc1c[nH]c2ccccc12)N1CCN(S(=O)(=O)c2cccc(Cl)c2Cl)CC1	-9.9%	?	.	.	?	.
CCN(CC)CCN(Cc1cc2cc3c(cc2[nH]c1=O)OCCO3)C(=S)NCC(C)C	?	?	1.5	-1.9	?	-9.9%
O=C(CCNC(=O)Cn1ccc2ccccc2c1=O)NCC1CCCC1c1ccccc1 (stereo unspecified)	4.9%	27.1%	-1.6	-15.6	-28.3%	9.8%
C=CCN1C=C2C(=O)C(C)(OC(=O)CCC(=O)OC)C(=O)C(Br)=C2C=C1c1ccc(OC)cc1 (stereo unspecified)	?	14.7µM*	3.5	-3.4	?	?

Later entries:
SMILES	Sm TGR block	Pf growth 48h	Cycloheximide cs	Shiga toxin inh	Pf growth 96h	Giardia FBPA inh
Cc1cc(N2CCN(C)CC2)ccc1NC(=O)c1cccc(S(=O)(=O)N2CCc3ccccc3C2)c1	-5.0%	?	-10.4	-42.4	10.4µM*	8.2%
O=C(CSc1nc2ccccc2c(=O)n1CC1CCCO1)Nc1ccc(F)cc1 (stereo unspecified)	-9.6%	?	-5.8	-4.5	-16.0%	14.5%
COc1ccc(N(CC(=O)NCCSC2CCCCC2)S(C)(=O)=O)c(OC)c1	1.6%	.	7.0	12.0	?	-4.8%
COc1ccc(N(CC(=O)NCc2ccc(F)cc2)C(=O)CCC(=O)Nc2ccccn2)cc1	-10.2%	-5.1%	-1.1	21.2	-11.2%	-0.5%
Cc1cccc(C(=O)OCC(=O)NC2CCCCCCC2)c1	3.1%	28.0%	.	.	-3.1%	.
COc1c(C=C2C(=O)NC(=O)NC2=O)c(CCN(C)C(=O)c2ccccc2)cc2c1OCO2	?	-12.9%	-2.2	13.1	?	-28.2%
Fc1ccc(NC(=S)N2CCSC2c2cccs2)cc1 (stereo unspecified)	-0.7%	?	-3.9	-4.5	?	-21.7%
CCOC(=O)CSc1nnc(C)c(=O)[nH]1	5.7%	3.0%	-1.0	-8.1	3.6%	-10.7%
O=C(COc1ccccc1Cl)Nc1cc(Cl)ccc1O	.	?	12.3	58.7	12.6%	0.9%
Cc1cc2c(c(=O)n1Cc1ccco1)C(c1cccnc1)C(C#N)=C(N)O2 (stereo unspecified)	?	0.0%	1.0	1.4	9.28µM*	-12.9%
CC[N+](CC)(CCCCS(=O)(=O)[O-])CCNP1(=O)C=C(c2ccccc2)OC(c2ccccc2)=C1	11.9%	-1.9%	-1.8	31.6	2.7%	8.0%
O=C(c1ccc(F)cc1)N1CCN=C1c1ccccc1	2.7%	14.8%	-3.3	-3.9	?	8.1%
COc1ccc(C2=NOC(C(=O)N3CCCCCC3)C2)cc1OC (stereo unspecified)	-19.2%	-7.0%	-4.0	-18.2	48.8%[activator]	0.9%
C=CCNc1sc(C(=O)c2ccccc2)c(N)c1-c1nc2ccccc2s1	-9.6%	?	12.9	73.3*	?	1.0%
COc1cscc1C(=O)O	12.0%	47.5%[activator]	-1.0	12.6	22.2%	-2.1%
COc1ccc(N2C(=O)NC(NC(=O)c3cccnc3)(C(F)(F)F)C2=O)cc1 (stereo unspecified)	-24.2%	-13.6%	-5.4	-10.5	?	2.3%
O=[N+]([O-])c1ccc(N2CCN(S(=O)(=O)c3cnc[nH]3)CC2)cc1	1.5%	-8.2%	13.8	13.7	19.4%	-3.5%
COC(=O)C(F)(F)Sc1c(C)[nH]c2ccccc12	0.0%	-4.6%	-1.0	-7.3	?	-20.4%
CCN(Cc1ccncc1)Cc1ccc(Br)cc1	-1.3%	?	3.5	-8.5	?	?
CCCn1c(C(C)Nc2nc(-c3ccc(Cl)c([N+](=O)[O-])c3)cs2)nc2ccccc21 (stereo unspecified)	-2.4%	13.1µM*	-1.0	-9.6	5.86µM*	?

Source: PubChem
